Screening results deposited in PubChem by National Center for Advancing Translational Sciences (NCATS).
KCNH2 WT inh: inhibitors of human wildtype KCNH2 potassium channel | Q12809 | U2OS, BacMam KCNH2, thallium flux FluxOr; active compounds read low | activity change, % at 1.84 µM | actives 0.37% (n = 340,000) | AID 720551;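 active = maximum activity change below -70%; inconclusive = maximum activity change between -70% and -50%; inactive = maximum activity change above -50%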
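U2OS cells were transduced with wild-type KCNH2 virus (2.03 x 10^8 / mL) for 4 h at room temperature, then cultured overnight at 37 C. Thallium flux was read with FluxOr dye. Rate constants were normalized to DMSO controls.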
KCNH2 3.1 block: inhibitors of human KCNH2 3.1 potassium channel isoform. U2OS KCNH2 3.1, thallium flux FluxOr; active compounds read low. activity change, % (tested at about 1.8 µM). actives 0.95% (n = 340,000);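 active = maximum activity change below -70%; inconclusive = maximum activity change from -70% to -50%; inactive = maximum activity change above -50%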;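 also: thallium influx rate constant from kinetic fluorescence after stimulation buffer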
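Steps: virus added to U2OS suspension (4 h, RT, dark); medium with 10% FBS added, cells plated, 37 C overnight; FluxOr/Red40 loading buffer 45 min RT; stimulation buffer, 2 min kinetic read; rate constant normalized.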
Giardia killer: kills Giardia lamblia; Giardia lamblia trophozoite viability; activity change, % at 7.66 µM, hits read low; actives 0.15% (n = 340,000); AID 540267; in the data active = activity change below about -80%; inconclusive = between about -30% and that limit;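 also: parasites exposed to compound for two days anaerobically before the ATP read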
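ATP-content bioluminescence gauges trophozoite survival. Cells (100/well) receive compound and incubate anaerobically for 48 hrs at 37 deg C; detection reagent follows for 15-30 min at room temperature.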
* hit, by the source's call; ? = inconclusive; [ ] = remark or other dose. % is scaled to controls: 0 for no effect and ±100 for the full control effect. Only part of the results is shown. The share of hits here may be higher or lower than overall.

Fields: Giardia killer	KCNH2 WT inh	KCNH2 3.1 block
- CC(=O)Nc1cc2c(cc1[N+](=O)[O-])-c1ccccc1C2O (stereo not drawn)
    ?	-4	0
- O=C(Nc1ccc(Br)cn1)c1ccc2nccnc2c1
    4	2	-1
- C(=Cc1cnnc2ccccc12)c1ccccc1
    6	-5	-18
- CCCCN1CC[C@H]2C=CC[C@@H](C(=O)Nc3ccc(OC)cc3)[C@H]2C1=O
    -14	-2	8
- Clc1ccc(-c2ccnc3nc(N4CCOCC4)nn23)c(Cl)c1
    47[activator]	6	18
- CCc1noc(C)c1C(=O)N1CCCC(N2CCN(c3ccc(F)cc3)CC2)C1 (stereo not drawn)
    12	0	-23
- NC(=O)c1ccc(N=Cc2c(O)ccc3ccccc23)cc1
    -14	4	-7
- OCCCNc1ncnc2[nH]ncc12
    -21	1	19
- CCC(CC)CN1CCC(CN2C(=O)C(=O)NC[C@@H]2[C@@H](C)CC)CC1
    -12	-12	3
- CN1OC[C@@H]2CN(Cc3ccccc3)[C@H](c3cccc(N4CCOCC4)c3)C[C@@H]21
    -25	-28	23
- O=C(NCc1ccccc1)C1=C[C@H](c2ccc(C(F)(F)F)cc2)C[C@H](OCCCCO)O1
    1	-4	-2
- O=C(O)C(Cc1ccc(OS(=O)(=O)Cc2ccccc2)cc1)NS(=O)(=O)Cc1ccccc1 (stereo not drawn)
    2	4	-1
- O=c1cc(SCc2ccccc2)nc[nH]1
    13	10	15
- O=C(O)C(c1ccccc1)C1(O)CC2CCC1C2 (stereo not drawn)
    -6	-2	1
- CC(=O)N(c1ccccc1C)c1ccccc1C
    30	-3	11
- CCOC(=O)C(C)Sc1snnc1C (stereo not drawn)
    -15	-12	13
- CCN1CCN(c2oc(-c3ccc(OC)cc3)nc2C#N)CC1
    -1	46	-22
- Nc1nc(Sc2ccc([N+](=O)[O-])c3nonc23)c2[nH]cnc2n1
    -2	-4	-1
- Cc1[nH]n2c(=O)cc(-c3ccc([N+](=O)[O-])cc3)nc2c1-c1ccccc1
    0	15	5
- Cc1cc(C)n(-c2nc3sc4c(c3c3nnc(SC(C)C)n23)CC(C)(C)OC4)n1
    17	-30	14
- CCN1C(=O)CCN(C2CCCC2)c2nc(Nc3ccc(C(=O)NC4CCN(C)CC4)cc3OC)ncc21
    -4	-3	11
- CN(Cc1ccccc1)C(=O)c1ccc(NC(=O)Cc2ccc(NC(=O)C3CCN(C(=O)CCc4ccccc4)CC3)cc2)cc1
    -9	26	1
- Cc1ccc(C(=O)Nc2ncccc2C)o1
    7	-9	-11
- O=C(NN(C(=O)c1ccccc1)c1cccs1)c1ccccc1
    -10	-1	-4
- COc1ccc(-c2ccccc2)cc1NC(=O)c1ccncc1
    -5	1	-10
- CCOC(=O)Nc1c(Cl)[nH]c(=O)n(C)c1=O
    3	2	-2
- O=C(NCc1cccs1)c1cc(-c2ccccc2)nn1CC1CC(c2cccc([N+](=O)[O-])c2)=NO1 (stereo not drawn)
    16	9	-49
- CCCc1cc2c(cc1N(C)S(=O)(=O)c1ccccc1)OCO2
    -30	4	9
- COC(=O)C1NC(=O)N2C(C(=O)OC)C(C)(C)S[C@H]12 (stereo partly drawn)
    9	1	-15
- O=C(NCCc1ccccc1)c1ccc(NC(=O)C2CCC2)cc1
    -21	3	-14
- Nc1nc2c(ncn2-c2ccccc2)c(=O)[nH]1
    25	-3	-11
- O=C(Nc1cccc(Br)c1)C1CC(=O)N(C2CCCC2)C1 (stereo not drawn)
    9	7	27
- O=C1c2ccccc2C(=O)N1CCC(=O)N1CCc2ccccc21
    -1	7	0
- CCC1(C)COC(c2ccc3c(c2)OCO3)OC1 (stereo not drawn)
    6	-9	11
- COc1c(C(=O)Nc2ccccc2N2CCOCC2)cc2ccccc2c1Br
    -1	-16	-41
- CC(=C1SC(=S)NC1=O)c1ccccc1
    12	-32	-6
- COc1ccc(C2=Nc3ccccc3C2(O)CCN2C(=O)c3ccccc3C2=O)cc1 (stereo not drawn)
    -18	-6	1
- COc1ccc(CNC(=O)COC(=O)C2=Cc3ccccc3OC2)cc1
    10	-6	8
- COc1ccc(CCNC(=O)Cc2cc3c(cc2[N+](=O)[O-])OCO3)cc1OC
    -9	17	-4
- COc1ccc2c(c1)N(C[C@H](C)CN(C)C)c1ccccc1S2
    8	6	-5

Of the compounds above, 7 contain a halogen:
Fields: Giardia killer	KCNH2 WT inh	KCNH2 3.1 block
- O=C(Nc1ccc(Br)cn1)c1ccc2nccnc2c1
    4	2	-1
- Clc1ccc(-c2ccnc3nc(N4CCOCC4)nn23)c(Cl)c1
    47[activator]	6	18
- CCc1noc(C)c1C(=O)N1CCCC(N2CCN(c3ccc(F)cc3)CC2)C1 (stereo not drawn)
    12	0	-23
- O=C(NCc1ccccc1)C1=C[C@H](c2ccc(C(F)(F)F)cc2)C[C@H](OCCCCO)O1
    1	-4	-2
- CCOC(=O)Nc1c(Cl)[nH]c(=O)n(C)c1=O
    3	2	-2
- O=C(Nc1cccc(Br)c1)C1CC(=O)N(C2CCCC2)C1 (stereo not drawn)
    9	7	27
- COc1c(C(=O)Nc2ccccc2N2CCOCC2)cc2ccccc2c1Br
    -1	-16	-41

Later entries.
Fields: Giardia killer	KCNH2 WT inh	KCNH2 3.1 block
- CCCCN1CC(COCc2ccccc2)Oc2cc(Br)ccc2S1(=O)=O (stereo not drawn)
    4	-7	-8
- CC1CCN(C(=O)Cn2cc(S(=O)(=O)CC(=O)N3CCOCC3)c3ccccc32)CC1
    1	-9	4
- CCO[C@H]1OC(C(=O)NCc2nc3ccccc3[nH]2)=C[C@@H](c2cn(C(C)=O)c3ccccc23)[C@@H]1CCCO
    -25	-8	-2
- Cc1nc2c(=O)[nH]c(=S)[nH]c2[nH]c1=O
    8	-5	6
- Cc1ccc(-c2csc(/C=C3/SC(C)C(=O)N3CC(=O)Nc3ccccc3F)n2)cc1 (stereo not drawn)
    -6	1	5
- CCCCCOc1cccc(C2C(C(=O)c3cccs3)=C(O)C(=O)N2CCN2CCOCC2)c1 (stereo not drawn)
    -4	-2	-25
- O=C1c2ccccc2C(=O)N1Cc1nc2ccccc2c(=O)n1CCN1CCOCC1
    9	2	5
- CC1CC(C)C(=NNC(N)=O)C(C(O)CC2CCC(=O)NC2=O)C1 (stereo not drawn)
    ?	-3	-9
- Cc1ccc(OCc2nnc(-c3ccc(Cl)cc3)o2)cc1
    9	1	27
- COC(=O)[C@@H]1C[C@@]2(Br)c3ccccc3N(S(=O)(=O)c3ccccc3)[C@H]2N1C(=O)OC
    0	-4	13
- O=C(NCCc1nc(-c2ccccc2Cl)no1)c1ccccc1
    7	-2	4
- CN(C(=O)c1cccc(NC(=O)Cc2ccc(NC(=O)C3CCN(C(=O)c4ccccc4)CC3)cc2)c1)C1CCC1
    -15	0	24
- Cc1nc2ccc(N)nc2nc1C
    -14	5	14
- COc1ccc(CNC(=O)[C@@H]2CC=C[C@@H]3CCN(Cc4ccc(Cl)c(Cl)c4)C(=O)[C@@H]32)cc1
    0	-3	-5
- Cc1nn(-c2ccccc2)c(C)c1NC(=O)COC(=O)c1ccc(NC(=O)CC#N)cc1
    11	1	-17
- O=c1[nH]c(=O)c2[nH]c(=S)n(-c3ccccc3)c2[nH]1
    -7	-2	-1
- Clc1nc2ccccc2cc1-c1nnn(-c2ccccc2Br)n1
    2	-73*	-13
- O=S1(=O)CCOC[C@H](Cc2ccccc2)N1Cc1ccccc1
    25	2	10
- N#CC1(c2cccc(Br)c2)C(=O)Nc2ccccc21 (stereo not drawn)
    6	1	14
- COc1ccc(S(=O)(=O)N2c3ccc(F)cc3CCC2C)cc1 (stereo not drawn)
    35[activator]	-1	-26
- COc1ccc(OC)c(C2C/C(=N/O)C(C)C(c3cc(OC)ccc3OC)N2)c1 (stereo not drawn)
    28	7	9
- O=C1Nc2ccccc2C1=Nc1ccccc1-c1ccccc1
    5	19	-11
- Cc1ccc(S(=O)(=O)N2CCN(C(=O)COC(=O)Cc3c(F)cccc3Cl)CC2)c(C)c1
    -4	2	-23
- Cc1c(NC(=S)NC(=O)c2ccccc2)c(=O)n(-c2ccccc2)n1C
    0	-2	1
- COc1ccc(N(CC(=O)NCc2ccc3c(c2)OCO3)S(=O)(=O)c2ccc(O)c(C(=O)O)c2)cc1
    0	-12	5
- COCCn1c(C)cc(C(=O)CSc2nc(C)nc3sc4c(c23)CCC4)c1C
    7	36	-7
- Nc1ccn(C2OC(COC(=O)C34CC5CC(CC(C5)C3)C4)C(O)C2O)c(=O)n1 (stereo not drawn)
    -3	-4	-8
- CCOC(=O)c1c(NC(=O)COC(=O)CCCOc2ccc(OC)cc2)sc(C(=O)N(C)C)c1C
    3	-1	-13
- O=C(c1cc(-c2ccc(Cl)s2)nc2ccccc12)N1CCCC1
    -5	3	-16
- CCc1nc(SCC(=O)Nc2nnc(C(C)C)s2)n[nH]1
    -3	11	17
- OC(COc1cccc2ccccc12)CN1CCOCC1 (stereo not drawn)
    -3	-1	-12
- NC(=S)NN=C1CCCC(C(F)(F)F)C1 (stereo not drawn)
    -11	2	2
- O=c1cc(-c2ccccc2)[nH]n1-c1ccccc1
    -8	-6	8
- CC(C)(C)[C@H]1C=C(C(=O)O)O[C@@H](OCCCCO)C1
    -1	-3	7
- COc1ccc2nc3ccccc3[n+]([O-])c2c1
    7	-26	-13
- COc1cc2c(cc1OC)C(C)N(CCc1ccc(Cl)cc1)CC2 (stereo not drawn)
    8	-12	-84*
- COc1ccc(CCNC(=O)C(=O)NCC2OCCN2S(=O)(=O)c2cccs2)cc1OC (stereo not drawn)
    3	3	9
- Nc1c(N(CCCO)C(=O)CCCN2C(=O)c3cccc4cccc(c34)C2=O)c(=O)[nH]c(=O)n1Cc1ccccc1
    1	-15	2
- COc1cc2c(cc1OC)C(Cc1ccccc1[N+](=O)[O-])=NCC2
    6	-15	19
- Cc1cccc(N2CCN(C(=S)c3ccc4c(c3)OCO4)CC2)c1
    12	-1	-5
- Cc1nn(C)c(C)c1/C=C/C(=O)c1cccs1
    -12	15	6
- Cc1ccc(NC(=S)NCc2ccccc2)cc1C
    10	0	3
- CN(C)CCNC(=O)c1c(CSc2ccc(Cl)cc2)noc1C(=O)NCc1ccccc1
    21	11	?
- CCCCn1c(N)c(N(CC(C)C)C(=O)c2ccc(OC)c(S(=O)(=O)N3CCOCC3)c2)c(=O)[nH]c1=O
    6	-5	-7
- CC(=O)Nc1ccc2c(O)cc(S(=O)(=O)O)cc2c1
    17	-2	-12
- CC(C)N1CCN(C(=O)c2ccc([N+](=O)[O-])cc2)CC1
    25	-1	6
- O=S(=O)(NC(CO)Cc1ccccc1)c1cc(Cl)ccc1F (stereo not drawn)
    9	-29	4
- CC(C)(O)CN(C(=O)c1ccc([N+](=O)[O-])cc1)C1CCCC1
    -7	-49	17
- O=C(/C=C/c1ccccc1)c1ccc2ccccc2c1
    11	-4	?
- OC(CCCN1CCCCC1)(c1ccccc1)c1ccc(C(F)(F)F)cc1 (stereo not drawn)
    1	2	-73*
- CN1C(c2ccc(F)cc2)=CS/C1=C(/C#N)c1nnc2n1-c1ccccc1SC2
    -3	2	-7
- O=C(Nc1ccc2c(c1)CCC2)c1cccc(OC(F)F)c1
    -1	-4	-4
- CCCCn1c(N)c(N(CC(C)C)C(=O)c2cc(Br)c(Br)s2)c(=O)[nH]c1=O
    3	9	-2
- O=[N+]([O-])c1cccc(COc2cccc(CN3CCCC3)c2)c1
    38[activator]	16	9
- Fc1cccc(F)c1[B-](F)(F)F
    7	3	-26
- CCOc1ccc(C=NNC(=O)c2cccc3ccccc23)cc1OCC
    12	4	-11
- Oc1ccc(Nc2ccc3ccccc3c2)cc1
    23	2	5
- Brc1ccc(CN2CCCCCC2)cc1
    7	14	1
- COc1ccc(C(=O)Nc2c(O)ccc3ccccc23)cc1OC
    7	3	2
- CC(C)(C)OC(=O)N1CCC(C(=O)Nc2cccc(C(=O)N3CCCC3)c2)CC1
    10	2	-19
- CCCC(=O)Nc1cc(-c2nnc(OC)c3ccccc23)ccc1N1CCOCC1
    7	-6	-2
- CCOc1ccccc1C=NN=Cc1ccccc1O
    1	20	-7
